# RGS4 inhibitor: human RGS4 inhibition. Potency, µM (titrated, usually from 114 µM), for the others: at the highest dose activity change, negative = inhibition, actives largely listed as inhibitors. Transcreener GDP fluorescence polarization, RGS4-accelerated GTP hydrolysis. 390,000 compounds, 0.039% hits. P49798; also: potency is read from the fitted curve at half-maximal effect; % is scaled to controls: 0 for no effect and ±100 for the full control effect; nearly all actives have a fitted effect of over 75% in size; some results filed as inactive show a strong effect at the top dose
# Target sequence (P49798 whole entry, looked up): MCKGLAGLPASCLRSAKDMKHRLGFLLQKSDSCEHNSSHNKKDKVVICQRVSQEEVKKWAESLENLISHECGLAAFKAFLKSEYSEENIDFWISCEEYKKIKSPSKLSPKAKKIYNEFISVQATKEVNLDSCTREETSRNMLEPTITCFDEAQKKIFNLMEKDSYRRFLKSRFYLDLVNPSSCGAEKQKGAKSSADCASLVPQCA
#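 MLSMR compounds (23 nl, pin-transferred) preincubated 10 min at room temperature with a 500nM (2x) first reagent, then RGS4 at 900nM (2x) plus Transcreener GDP mix added; fluorescence polarization (620/688 nm) read before and after 90 min at 30 °C.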
# Apoferritin bind: binds horse apoferritin like a general anesthetic; P02791; apoferritin/1-aminoanthracene competitive binding, fluorescence; Potency, µM (highest dose often 77.5 µM), for the others: at the top dose activity change, negative = displacement, most hits filed as inhibitors; 350,000 compounds, 0.074% hits; AID 485281; also: potency is read from the fitted curve at half-maximal effect; % is scaled to controls: 0 for no effect and ±100 for the full control effect; nearly all actives have a fitted effect of over 20% in size
#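 Concentration-response curves derived by four-parameter Hill fitting of normalized fluorescence, where compounds displaced 1-AMA from 10 uM horse apoferritin following a brief 10 min room-temperature incubation; propofol titration acted as positive control.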
# Pol eta inh: DNA polymerase eta (human) inhibition | Q9Y253 | recombinant Pol eta, fluorescent DNA replication assay | Potency, µM (series often up to 114 µM), without a hit: at the highest dose activity change, negative = inhibition, usual class: inhibitors | 390,000 compounds, 1.2% hits | AID 588591; also: potency is read from the fitted curve at half-maximal effect; % is scaled to controls: 0 for no effect and ±100 for the full control effect
#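 Pol eta (10 nM) was preincubated with compounds for 15 min at room temperature, after which fluorescent replication substrate (50 nM final) was added to start the reaction. Fluorescence was read kinetically at 0 and 10 min.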
# POLK inh: blocks human DNA polymerase kappa activity; purified Pol kappa, fluorescent DNA synthesis assay, 10 min; Potency, µM (series often up to 107 µM), for the others: top-dose activity, negative = inhibition, most hits filed as inhibitors; 400,000 compounds, 0.53% hits; AID 588579; also: potency is read from the fitted curve at half-maximal effect; % is scaled to controls: 0 for no effect and ±100 for the full control effect
#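 Readout: fluorescence, taken kinetically at 0 and 10 min. Conditions: 10 nM Pol kappa, 15 min RT compound preincubation, 50 nM substrate final. Controls: enzyme-free buffer wells.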
# ERG Ets-DNA blk: inhibitors of human ERG Ets domain-DNA interaction | fluorescence polarization, His-ERG Ets domain / labelled DNA | 370,000 compounds, 0.028% hits | Potency, µM (top dose mostly 76.9 µM), without a hit: at the highest dose FP activity, negative = inhibition, usual class: inhibitors; active = well fitted inhibition curve with a large enough effect in the polarisation, with a control signal flat; inconclusive = small, poorly fitted or top-dose-only effect, or effect the other way, or a change in a side signal; inactive = no such curve, though single readings can be large or run the other way; the % refers to the polarisation;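 also: polarization taken with two DNA probes labelled with fluorescein and Texas red; potency is read from the fitted curve at half-maximal effect; % of control where 0% means no effect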
# Target sequence (P11308 whole entry, looked up, the tested form may be a part): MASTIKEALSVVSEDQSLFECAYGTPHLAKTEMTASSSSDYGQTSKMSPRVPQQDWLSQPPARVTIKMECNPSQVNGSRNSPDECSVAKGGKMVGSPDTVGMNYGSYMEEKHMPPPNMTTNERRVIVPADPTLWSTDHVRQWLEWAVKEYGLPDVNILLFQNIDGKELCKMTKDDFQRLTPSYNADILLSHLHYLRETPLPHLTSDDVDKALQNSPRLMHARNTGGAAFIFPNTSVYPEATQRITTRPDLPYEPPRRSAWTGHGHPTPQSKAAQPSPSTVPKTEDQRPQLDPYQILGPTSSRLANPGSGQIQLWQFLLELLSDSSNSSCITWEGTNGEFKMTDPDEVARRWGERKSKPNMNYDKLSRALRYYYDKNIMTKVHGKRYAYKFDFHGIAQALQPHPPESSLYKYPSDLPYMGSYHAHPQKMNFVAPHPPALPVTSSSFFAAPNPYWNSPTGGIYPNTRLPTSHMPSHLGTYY
#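 His-tagged ERG Ets domain (1 uM in the protein solution; 300mM KCl, 50mM Tris-HCl, 1mM EDTA, 1mM DTT, pH 7.5) received compound, then a probe mix of 5 nM fluorescein-DNA and 100nM Texas-615-DNA. Fluorescence polarization was read for both dyes.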
# ALOX12 inh: blocks human arachidonate 12S-lipoxygenase | AID 1671190 | 580,000 compounds, 1.1% hits | purified 12hLO, xylenol orange hydroperoxide absorbance | P18054 | Potency, µM (doses to about 108 µM), for the others: top-dose activity change, negative = inhibition, hits mostly inhibitors; also: potency is read from the fitted curve at half-maximal effect; % is scaled to controls: 0 for no effect and ±100 for the full control effect
#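 Purified human 12hLO at 150 nM in 25 mM Hepes, 0.01% Triton X-100, pH 7.0, preincubated 15 min at room temperature with compound. Reaction started with 40 uM arachidonic acid, 30 min at room temperature. Hydroperoxide measured by Fe-xylenol orange, 573/405 nm absorbance ratio.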
# APEX1 inh: APE1 (human) endonuclease inhibition. P27695. recombinant APE1, TAMRA/BHQ-2 abasic DNA cleavage fluorescence. Potency, µM (series often up to 65.8 µM), for inactives: at the top dose activity change, negative = inhibition, actives largely listed as inhibitors. 350,000 compounds, 0.35% hits;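 also: potency is read from the fitted curve at half-maximal effect; plate controls were vehicle for no effect and reference inhibitor for full effect; nearly all actives have a fitted effect of over 55% in size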
# Target sequence (P27695 whole entry, looked up): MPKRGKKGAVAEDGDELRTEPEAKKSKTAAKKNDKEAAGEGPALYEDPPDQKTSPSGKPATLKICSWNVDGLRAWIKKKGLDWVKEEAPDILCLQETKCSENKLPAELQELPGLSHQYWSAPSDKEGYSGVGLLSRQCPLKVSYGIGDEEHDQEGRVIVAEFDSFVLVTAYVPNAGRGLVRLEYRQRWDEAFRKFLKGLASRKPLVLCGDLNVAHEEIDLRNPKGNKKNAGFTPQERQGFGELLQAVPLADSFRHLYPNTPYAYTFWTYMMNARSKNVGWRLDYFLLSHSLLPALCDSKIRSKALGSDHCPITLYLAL
#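 APE1 at 0.75 nM final was preincubated with compound 15 min at room temperature, then 50 nM double-stranded THF abasic-site substrate (5'-TAMRA/3'-BHQ-2) was added. Fluorescence (ex 525/em 598 nm) was read kinetically; third-minus-first read gave activity.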
# POLB inh: inhibitors of human DNA polymerase beta | Pol beta primer extension/strand displacement, fluorescence kinetic | AID 485314 | 340,000 compounds, 1.3% hits | Potency, µM (doses to about 114 µM), without a hit: top-dose activity change, negative = inhibition, hits mostly inhibitors; also: potency is read from the fitted curve at half-maximal effect; % is scaled to controls: 0 for no effect and ±100 for the full control effect
#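 Preincubation: enzyme (10 nM) with compound, 15 min, RT. Reaction: substrate added to 50 nM final. Reads: 0 and 10 min. Analysis: normalized, Hill fit.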
# LDHA block: LDHA (human) enzyme inhibition. P00338. purified LDHA, NADH/diaphorase-resazurin fluorescence; hits give low values. activity change, % (values are at about 110 or 230 µM). 480,000 compounds, 0.15% hits. AID 1347041; in the data active = activity change below about -30%; inconclusive = mostly about -25% to -30%;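 also: plate controls were DMSO wells for no effect and wells without enzyme for full effect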
#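 Remaining NADH was detected by diaphorase (0.133 mg/mL) converting 37 µM resazurin to fluorescent resorufin, read at 0 and 20 minutes. The preceding 5-minute room-temperature reaction used 2 nM LDHA, 0.2 mM sodium pyruvate and 0.06 mM NADH at pH 7.4.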
# * = called active by the depositor; i = inactive; ? = inconclusive; / = not tested or not shown; & = joins results of further samples; [ ] = remark or other dose. Unless noted, calls follow the shape of the dose curve; as a rule, active = well fitted curve in the direction sought with a large enough effect; inconclusive = small, poorly fitted or top-dose-only effect, or another doubt; inactive = no such curve, though single readings can be large; an effect the other way counts as inactive or inconclusive.
SMILES,RGS4 inhibitor,Apoferritin bind,Pol eta inh,POLK inh,ERG Ets-DNA blk,ALOX12 inh,APEX1 inh,POLB inh,LDHA block
CCCn1c(CN2CCN(c3cccc(Cl)c3)CC2)nc2c1c(=O)n(C)c(=O)n2C,8.5%,-6.0%,-18.0%,-2.9%,0.6%,?,3.1%,-4.6%,2.6&3.7
CCOC(=O)N1CCN(Cc2nc3cc(NC(=O)c4cccs4)ccc3n2CC)CC1,-9.1%,-7.5%,-8.5%,7.7%,-14.9%,2.4%,-24.2%,-0.6%,-5.2
CN(C(=O)c1ccc(Br)o1)C1(C)CCS(=O)(=O)C1 (centres undefined),6.2%,-8.9%,-7.0%,-8.1%,1.1%,2.8%,11.5%,17.4%,-15.7
Cn1c(SCC(=O)NCc2cccs2)nnc1-c1ccncc1,12.4%,-12.0%,15.1%,-1.7%,3.4%,-4.9%,-0.5%,-0.6%,-3.1
O=C(CSc1nc2ccccc2c(=O)n1CC1CCCO1)Nc1ccccc1 (centres undefined),6.0%,2.1%,-4.6%,-4.5%,4.1%,?,14.4%,20.6%,-10.8
O=C(COC(=O)c1cc(S(=O)(=O)N2CCCC2)ccc1O)Nc1ccc(F)cc1F,-6.0%,/,-5.1%,-23.5%,-14.1%,-21.0%,-10.9%,/,-6.0
COc1ccc(Nc2nc(N3CCOCC3)nc(N3CCOCC3)n2)cc1,22.6%,-5.2%,-9.3%,-4.6%,0.7%,-4.3%,36.3%,47.2%,-9.9
O=c1c2ccccc2nc(SCc2ccncc2)n1CC1CCCO1 (centres undefined),-11.7%,-7.3%,-17.3%,4.9%,12.4%,0.0%,-1.7%,13.7%,-2.6
COc1ccccc1Nc1ccc(C(=O)NC2CCCCC2)cn1,31.5%,-8.2%,-4.9%,-1.5%[60.1 µM],/,-20.1%,0.6%,3.7%,-6.6
CC1(C)CC(=O)C(CC2=C(N)CC(C)(C)CC2=O)=C(N)C1,-1.7%,46.4%[activator],-6.6%,-2.9%,-3.9%,-27.9%,-0.4%,36.1%,-6.8
Cc1ccc(CN(Cc2ccco2)C(=O)c2ccc(Cl)cc2)o1,3.5%,12.4%,-7.5%,-17.0%,-14.4%,-26.3%,/,2.6%,-6.7
COC(=O)C(C)n1cnc2c(nnn2-c2ccc(C)cc2)c1=O (centres undefined),13.7%,-10.2%,-15.6%,-5.0%,-3.0%,2.1%,29.8%,7.1%,-5.0
COc1cc(OC)cc(C(=O)N(CCCN2C(=O)c3cccc4cccc(c34)C2=O)c2cccc(OC)c2)c1,20.2%,?,-24.8%,-17.5%,2.3%,-17.3%,-3.1%,4.8%,1.3
CC(C)(C)OC(=O)[C@H](Cc1ccccc1)NC(=O)c1nc[nH]c1C(=O)N[C@@H](Cc1ccccc1)C(=O)OC(C)(C)C,3.5%,1.8%,-20.5%,-17.4%,-0.7%,0.2%,-1.8%,?,0.7
O=C(NN1C(=O)c2ccccc2C1=O)C1CCCCC1,-33.6%,-22.0%,-8.0%,8.9%,8.8%,0.0%,-3.8%,17.9%,1.4
O=C(NCCN1CCOCC1)C1CC(=O)N(c2cccc(C(F)(F)F)c2)C1 (centres undefined),-1.6%,/,-15.7%,-18.1%,13.5%,-19.6%,-3.4%,/,-2.4
O=C(Nc1ccc(-c2nc3ccccc3o2)c(O)c1)c1ccccc1,15.1%,2.7%,-11.8%,-3.8%[60.1 µM],6.7%,-9.8%,/,-11.4%,-3.5
O=C(Cn1nc(-c2ccccc2)oc1=O)OCC(=O)c1ccc(F)c(F)c1,-15.0%,/,-13.6%,-18.0%,-12.8%,48.2%[activator],8.2%,/,-6.6
COc1ccccc1C(=O)NCc1ccc(-c2nc3ccccc3s2)cc1,-8.7%,-0.7%,-18.7%,-10.4%,2.2%,35.4%[activator],-2.0%,-29.8%,-9.5
CCCOc1cccc(C(=O)N/N=C/c2ccoc2)c1,40.4%,-3.7%,11.8%,-15.2%,0.3%,i,?,?,-4.1
COc1ccc(-c2nc3ccc(NS(=O)(=O)c4ccc(C)cc4)cc3o2)cc1,4.2%,-4.1%,/,-4.1%,11.4%,?,/,0.3%,0.2
Nc1nnc(-c2ccccc2)s1,-18.5%,-3.8%,-20.6%,-1.4%,-5.4%,6.1%,-0.6%,3.3%,0.7
CCOc1ccccc1N(CC(=O)NCC1CCCO1)C(=O)CNS(=O)(=O)c1ccccc1 (centres undefined),5.6%,-4.0%,-1.1%,-5.8%,-19.7%,13.8%,?,-0.9%,-4.3
COC(=O)C1=C(O)/C(=C\c2ccc(CNS(=O)(=O)c3ccccc3)o2)N=C1C,-29.8%,-15.8%,?,28.2µM*,3.6%,?,17.3%,-20.1%,18.0
O=C1CCCN1CCCNc1ccc(S(=O)(=O)N2CCCCC2)cn1,27.4%,-13.1%,-2.2%,-7.7%,2.4%,-15.0%,-4.3%,-17.1%,-8.5

# Going on with the list.
SMILES,RGS4 inhibitor,Apoferritin bind,Pol eta inh,POLK inh,ERG Ets-DNA blk,ALOX12 inh,APEX1 inh,POLB inh,LDHA block
C#CCN1c2ccccc2Sc2cccnc21,-3.7%,-13.3%,-18.4%,-2.9%,2.6%,0.0%,7.8%,-6.0%,-2.2
C=CCN1C(=O)c2ccc(C(=O)N3CCC(C(=O)OCC)CC3)cc2C1=O,13.9%,/,-19.4%,-2.5%,8.5%,-28.7%,35.6%,/,-0.7
CCOc1ccccc1N1CC(C(=O)NNC(=O)c2cc(OC)c(OC)c(OC)c2)CC1=O (centres undefined),15.8%,/,-2.1%,-11.4%,3.8%,5.5%,-0.6%,/,-4.8
Cc1ccc2cccc(O)c2[n+]1[O-],-46.6%,-10.9%,-7.3%,2.5%,-0.4%,0.0%,-1.9%,25.7%,29.4
Cc1[nH]nc(-c2cccnc2)c1N=NN(C)C,-94.4%,/,?,-10.2%,4.0%,?,/,/,5.4
Cc1ccc(N2CC(C(=O)Nc3ccc(S(=O)(=O)N4CCOCC4)cc3)CC2=O)cc1 (centres undefined),-33.4%,-7.5%,-9.5%,6.2%,-3.2%,-17.2%,-1.1%,6.4%,-3.0
CCCCCn1c(CN2CCN(c3cccc(Cl)c3)CC2)nc2c1c(=O)n(C)c(=O)n2C,-41.7%,?,-18.9%,-1.7%,/,-9.3%&20.3%,-7.2%,-8.1%,-0.9&-1.1
Cc1cc(C(=O)COC(=O)c2ccc[nH]c2=O)c(C)n1-c1ccccc1,-26.7%,-5.1%,-10.9%,-2.9%,-0.9%,-24.8%,0.6%,28.5%,-4.5
CC1=C(c2ccc(Cl)cc2)S(=O)(=O)N=C1N1CCN(c2cccc(C)c2)C(C)C1 (centres undefined),16.8%,0.7%,-16.7%,-13.0%,-4.5%,-23.7%,/,-15.9%,-8.2
CC1(C(=O)OCC(=O)NNC(=O)COc2ccc(Cl)cc2)CC1(Cl)Cl (centres undefined),0.5%,/,-19.3%,-14.4%,4.9%,-9.3%,-3.9%,/,-6.0
CCOC(=O)c1c(C)nn(-c2ncccc2NC(=O)CCC(=O)O)c1C,4.0%,39.5%[activator],2.9%,-5.2%,?,0.0%,3.9%,-19.0%,-1.6
CC(=O)NC(c1cc(Cl)c2cccnc2c1O)C1CC1 (centres undefined),-16.1%,/,-7.1%,15.3%,/,?,-15.5%&-5.3%,/,19.3
COc1ccc(/C=C/C(=O)c2ccc3c(c2)OCCO3)cc1[N+](=O)[O-],0.4%,-14.7%,-1.6%,-12.4%,-1.8%,0.9%,-4.1%,5.2%,0.9
Cc1ccc(NC(=O)OCCN2CCN(S(=O)(=O)c3ccc(C)cc3)CCC2=O)cc1,0.2%,-7.6%&-8.8%,-20.7%,-8.9%[60.1 µM],-9.6%,-11.7%,?,3.9%,-3.2
Cc1ccccc1C(=O)Nc1nc2nc(C)c(C)c(=O)n2[nH]1,-8.2%,15.2%,0.4%,0.2%,0.7%,?,/,80.6%,-5.9
C[C@H](CCC(=O)NCCS(=O)(=O)O)C1CC[C@H]2C3CC[C@@H]4C[C@H](O)CC[C@]4(C)C3C[C@H](O)[C@]12C (some centres undefined),/,-7.6%,/,4.8%[19.4 µM],/,1.9%,-0.7%,/,/
CC(NC(=O)C1CCN(C(=O)c2ccc(F)cc2)CC1)c1ccc(-n2ccnc2)cc1 (centres undefined),22.4%,/,-9.2%,-5.2%,1.5%,-25.8%,1.2%,/,-4.6
CC1CCCN(c2c3c(nc4ccccc24)CCCC3)C1 (centres undefined),11.9%,-4.6%,-14.9%,-3.3%,4.3%,?,4.8%,-21.8%,-11.0

# Full records, quoted from the list. Order of screens: RGS4 inhibitor, Apoferritin bind, Pol eta inh, POLK inh, ERG Ets-DNA blk, ALOX12 inh, APEX1 inh, POLB inh, LDHA block
# Cc1cc(C(=O)COC(=O)c2ccc[nH]c2=O)c(C)n1-c1ccccc1 as listed: -26.7%, -5.1%, -10.9%, -2.9%, -0.9%, -24.8%, 0.6%, 28.5%, -4.5
# O=C(COC(=O)c1cc(S(=O)(=O)N2CCCC2)ccc1O)Nc1ccc(F)cc1F as listed: -6.0%, /, -5.1%, -23.5%, -14.1%, -21.0%, -10.9%, /, -6.0
# COc1ccc(Nc2nc(N3CCOCC3)nc(N3CCOCC3)n2)cc1 as listed: 22.6%, -5.2%, -9.3%, -4.6%, 0.7%, -4.3%, 36.3%, 47.2%, -9.9

# Compound activity (PubChem)

# Only part of the results is shown (hit frequency here may not be typical).
